Screening results (PubChem)
CHT block – human CHT choline transport inhibition. Q9GZV3. CHT-expressing cells, membrane potential dye, choline response; active compounds read low. B-score at 10 µM. 0.86% of 310,000 active. AID 488975;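 active means B-score over 3 SD under the library average, and starting fluorescence ratio not unusually high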;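 further: choline stimulus applied at its EC90 after an EC20 pre-addition; B-score computed on integrated fluorescence ratio after choline addition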
Target sequence (Q9GZV3 whole entry, looked up): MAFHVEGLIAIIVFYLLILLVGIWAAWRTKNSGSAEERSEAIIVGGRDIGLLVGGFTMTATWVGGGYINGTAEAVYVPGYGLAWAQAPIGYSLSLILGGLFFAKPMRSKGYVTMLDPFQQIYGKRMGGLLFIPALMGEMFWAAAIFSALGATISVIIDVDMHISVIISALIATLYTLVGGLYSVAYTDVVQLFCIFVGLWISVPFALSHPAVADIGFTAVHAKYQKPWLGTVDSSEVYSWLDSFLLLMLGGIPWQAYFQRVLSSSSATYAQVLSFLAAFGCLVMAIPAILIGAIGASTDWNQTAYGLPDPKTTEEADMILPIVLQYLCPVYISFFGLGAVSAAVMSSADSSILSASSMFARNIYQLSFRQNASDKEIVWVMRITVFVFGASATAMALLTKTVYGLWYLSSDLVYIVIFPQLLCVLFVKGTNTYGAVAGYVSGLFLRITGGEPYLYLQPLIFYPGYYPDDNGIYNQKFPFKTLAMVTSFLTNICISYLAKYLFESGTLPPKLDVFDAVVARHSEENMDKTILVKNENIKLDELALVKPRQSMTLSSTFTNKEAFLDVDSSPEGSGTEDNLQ
STK33 inh – human STK33 kinase inhibition; 0.073% of 320,000 active; inhibition, % at 10 µM; Q9BYT3; purified STK33, MBP phosphorylation, ADP-Glo luminescence;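 active means inhibition at or above 25%, using the most active replicate where run in duplicate; inactive means inhibition below 25%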
Target sequence (Q9BYT3 whole entry, looked up): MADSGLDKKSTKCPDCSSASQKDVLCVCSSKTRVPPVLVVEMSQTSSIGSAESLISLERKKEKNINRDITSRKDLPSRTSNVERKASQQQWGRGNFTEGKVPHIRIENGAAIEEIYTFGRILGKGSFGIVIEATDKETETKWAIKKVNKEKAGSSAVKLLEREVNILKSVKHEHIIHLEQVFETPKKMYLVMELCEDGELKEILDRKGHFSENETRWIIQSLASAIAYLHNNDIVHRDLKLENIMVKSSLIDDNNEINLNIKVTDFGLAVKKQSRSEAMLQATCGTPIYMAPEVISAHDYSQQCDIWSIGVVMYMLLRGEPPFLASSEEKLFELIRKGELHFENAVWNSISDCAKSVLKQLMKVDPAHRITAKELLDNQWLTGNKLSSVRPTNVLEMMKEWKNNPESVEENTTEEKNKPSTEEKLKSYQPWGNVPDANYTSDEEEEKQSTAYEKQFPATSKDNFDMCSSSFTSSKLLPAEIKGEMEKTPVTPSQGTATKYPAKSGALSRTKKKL
CHT PAM – allosterically activates the human high affinity choline transporter; B-score at 10 µM; CHT-expressing cells, membrane potential dye, choline EC20; active compounds read high; LV-AA mutant CHT in HEK293 cells; AID 488977; Q9GZV3; 0.49% of 310,000 active;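 active means initial fluorescence not abnormally high and integrated response B-score, plate-corrected, over 3 SD above library mean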
The depositor's hits bear a star; i = inactive; . = not tested or not shown. The order is random (roughly 1.5% active in at least one column).

SMILES	CHT block	STK33 inh	CHT PAM
CC(C)Oc1ccc(C(=O)NCCNC(=O)c2ccco2)cc1	i	-0.4	i
O=C(NCc1ccc2c(c1)OCO2)c1cc(-c2ccccc2)c(N2CCOCC2)s1	i	-2.8	i
CCc1ccc(-n2c(SCC(=O)c3ccc4c(c3)NC(=O)CO4)nc3ccccc3c2=O)cc1	i	0.1	i
O=C(NC1CCCC1)C(c1ccco1)N(C(=O)c1ccco1)c1ccc(F)cc1 (stereo not drawn)	i	-0.3	i
CCOC(=O)c1[nH]c2ccccc2c1NC(=O)C1CCCC1	i	1.1	i
COc1ccccc1N1CCN(C(=O)N2CCOCC2)CC1	i	-0.1	i
COc1ccc(N=c2oc3c(OC)cccc3cc2C(=O)NCc2ccco2)c(OC)c1	i	-0.5	i
CCOc1ccccc1/C=c1\sc2ncnn2c1=O	i	-1.4	i
CC(=O)Nc1ccc(S(=O)(=O)N2CCN(C(C)CCc3ccccc3)CC2)cc1 (stereo not drawn)	i	1.6	i
CN1CCN(C(=O)c2cc(=O)c3cc(Cl)ccc3o2)CC1	i	0.3	i
Oc1c(Br)cc(C2N=C(c3ccccc3)NO2)cc1Br (stereo not drawn)	i	-0.4	i
Cc1ccc2c(c1)-c1c(ssc1=S)C(C)(C)N2C(=O)c1ccco1	i	-0.8	i
CCC(Sc1nc2ccsc2c(=O)n1Cc1ccc(C(=O)O)cc1)C(=O)Nc1ccc(C)c(Cl)c1 (stereo not drawn)	i	-1.9	i
COc1ccc(S(=O)(=O)N2CC(C)OC(C)C2)cc1C(=O)N1CCCCC1 (stereo not drawn)	i	-0.6	i
CCc1ccc(N(C(=O)CCC(=O)Nc2cc(C)on2)C(C(=O)NC(C)(C)C)c2ccc(OC)cc2)cc1 (stereo not drawn)	i	-0.5	i
CCOC(=O)/C(N=Nc1sc(C(=O)OC)c(C)c1C(=O)OCC)=C(\O)CCl	i	-0.4	i
COc1ccc(OC)c(/C=N/N2CCN(c3ccc(Cl)cc3)CC2)c1	i	0.7	i
CC1CCCN(Cc2cccc(Oc3ccccc3)c2)C1 (stereo not drawn)	i	-1.6	i
COc1cc(CC(NC(C)=O)C(=O)NC2CCN(C(=O)c3cc(OC)c(OC)c(OC)c3)CC2)cc(OC)c1 (stereo not drawn)	i	-0.9	i
COc1cc(/C=C(/C#N)C(=O)NCCCc2ccccc2)ccc1OCC(=O)O	i	0.3	i
CCN1CCN(C(=O)C2CCN(Cc3nc(-c4cccc(Cl)c4)oc3C)CC2)CC1	i	-0.8	i
Cc1ccc(S(=O)(=O)N(C)CC(O)Cn2c3ccccc3c3ccccc32)cc1 (stereo not drawn)	i	-1.6	i
CCS(=O)(=O)c1ccc2oc(Nc3cc(C)cc(C)c3)nc2c1	i	-1.1	i
O=C(COC(=O)CCSc1ccc(Cl)cc1)NCCc1ccccc1	i	-0.8	i
Cc1ccccc1C(=O)Nc1cccc(NC(=S)NC(=O)c2cccs2)c1	i	-0.7	i
COC(=O)c1ccccc1NC(=O)C1CCCN(S(=O)(=O)c2ccccc2)C1 (stereo not drawn)	i	-1.1	i
Oc1ccccc1N=N/C(=N/Nc1ccccc1O)c1ccccc1	i	1.3	i
CCOc1ccc(OCCC(=O)OCC(=O)Nc2cc(S(=O)(=O)N3CCOCC3)ccc2C)cc1	i	0.0	i
COc1ccc(C2NC3=C(CCCC3)C(C#N)(C#N)C2(C#N)C#N)cc1 (stereo not drawn)	i	-0.9	i
COC(=O)C1=C(CS(=O)(=O)c2ccccc2)NC(=O)NC1c1ccc(OC)c(OC)c1 (stereo not drawn)	i	0.4	i
COC(=O)c1ccc(NC(=O)c2ccc(F)cc2)o1	i	-1.4	i
CCOc1ccc2[nH]c(=O)c(CN(Cc3ccc(F)cc3)C(=O)c3ccco3)cc2c1	i	-0.4	i
COc1cccc(/C=C/C(=O)Oc2ccc(C(=O)c3ccc(F)cc3)cc2)c1	i	-1.5	i
CCCc1nnc(NC(=O)CCC(=O)N2CCN(Cc3cc(F)ccc3OC)CC2)s1	i	-2.4	i
Nc1cccc(NP(=O)(c2ccccc2)c2ccccc2)c1	i	0.3	i
CCOC(=O)c1c(CSc2ccccc2)n(C)c2cc(Br)c(OCC(O)CNC(CO)(CO)CO)cc12 (stereo not drawn)	i	-1.2	i
Cc1ccc(-n2nc(C)cc2NC(=O)CC#N)cc1	i	1.2	i
CCOC(=O)CNC1CC(=O)N(c2ccc(Br)cc2)C1=O (stereo not drawn)	i	0.0	i
CC/C(=N/Nc1ccccc1)c1cnnc(-c2ccccc2)n1	i	-1.2	i
O=C(CCc1nnc(CCC2CCCCC2)o1)NCCn1cccn1	i	5.0	i
CCOc1ccc(S(=O)(=O)Nc2cc(OC)c(OC)cc2C(=O)O)cc1	i	0.0	i
COC(CNC(=O)c1cnn2c(C)c(Cc3ccccc3)c(C)nc12)OC	i	-0.6	i
Cc1ccc(Nc2cc(C)nc(N3CCOCC3)n2)cc1	i	-1.6	i
O=c1[nH]ncc(NCCCO)c1Cl	i	0.7	i
COc1ccc(CCNC(=O)c2cc3c(C)nccc3[nH]c2=O)cc1OC	i	0.1	i
O=C(CCn1nnc2ccccc21)Nc1nnc(COc2ccccc2F)s1	i	-1.2	i
Cc1cc(=O)oc2cc(OCC(=O)OCC(=O)NC(C)C)ccc12	i	-1.3	i
c1ccc2c(c1)nc1n2CCN1	i	-1.8	i
CC(=O)C1=C(O)C(=O)N(c2ccccn2)C1c1cccc(F)c1 (stereo not drawn)	i	-2.1	i
COc1ccc(CCNC(=O)c2ccc(N3CCCC3=O)cc2)cc1	i	2.1	i
CCOC(=O)N1CCN(C(=O)c2cn(CC)c3cc(N4CCN(C)CC4)c(F)cc3c2=O)CC1	i	-0.7	i
O=C(CN(c1cccc(Cl)c1)S(=O)(=O)c1ccc(Cl)cc1)NCc1ccccn1	i	-0.3	i
COc1cc2ccccc2cc1C(=O)Nc1ccc(N2CCN(C(=O)C(C)C)CC2)cc1	i	0.5	i
COc1cccc(-c2cc(C(=O)NCC3CCCO3)c3ccccc3n2)c1 (stereo not drawn)	i	0.0	i
Cc1cc(-c2c(C)[nH]n(-c3ccc(Cl)cc3)c2=O)n(-c2ccccc2)n1	i	-0.7	i
COc1ccc(CN2CCc3ccccc3C2)c(OC)c1	i	-0.2	i
Cc1cc(=O)oc2cc(NC(=O)C(C)Oc3ccc(F)cc3)ccc12 (stereo not drawn)	i	0.0	i
O=C(COc1ccccc1Cl)NC1CC1	i	-1.8	i
COc1ccc(N2CCN(C(=O)c3ccccc3F)CC2)c([N+](=O)[O-])c1	i	-0.4	i
CCCCc1c(O)nc(SCC(=O)c2ccccc2)n(-c2ccccc2C)c1=O	i	-2.5	i

(more compounds)
SMILES	CHT block	STK33 inh	CHT PAM
Cc1nc2ncnn2c(N2CCN(C(=O)c3cccc(F)c3)CC2)c1Cc1ccccc1	i	-1.3	i
CC1(C)C(=O)NCCN1C(=O)c1ccc2nc(Cc3ccccc3F)oc2c1	i	-0.7	i
S=C(NCc1ccc(Cl)c(Cl)c1)NCc1ccco1	i	1.1	i
COc1ccc(-c2nc(C)sc2C)cc1	i	-1.1	i
COC(=O)CSc1ncccc1-c1nc2ccccc2[nH]1	i	-0.1	i
Cc1cccc(Cn2nc(C)c(NC(=O)c3ccc(F)cc3)c2C)c1	i	-0.1	i
Cc1c(C(=O)NCCN2CCOC2=O)oc2c(F)cccc12	i	-3.1	i
CCn1c(SCC(=O)Nc2ccc(S(N)(=O)=O)cc2)nnc1-c1cccc(OC)c1	i	1.0	i
Cc1cc(Cl)c2oc(C(=O)N(C)CCc3cnn(C)c3)c(C)c2c1	i	0.2	i
CCOC(=O)Cn1c(CN(Cc2ccccc2)Cc2ccccc2)nc2c1c(=O)[nH]c(=O)n2C	i	-2.3	i
NCCSSCCN	i	-1.8	i
O=C(NCc1ccco1)C(c1ccncc1)N(C(=O)Cc1cccs1)c1ccccc1 (stereo not drawn)	i	3.7	i
Cc1cc(C)nc(SCc2nnc(SCC#N)n2-c2cccc(Cl)c2)n1	i	-0.9	i
COc1cc(CN2CCCCC2C(=O)Nc2ccc(Oc3ccccc3)nc2)ccc1O (stereo not drawn)	i	-0.5	i
CCOC(=O)c1cc(C(C)(C)C)nc(SC)c1C#N	i	0.1	i
COc1ccc(/C=C/C(=O)N(Cc2cccs2)C2CCS(=O)(=O)C2)cc1 (stereo not drawn)	i	-1.0	i
COc1cc([N+](=O)[O-])cc(/C=N/NC(=O)C(C)Nc2cccc(C)c2)c1O (stereo not drawn)	i	-0.1	i
O=C(Nc1ccc2nc3n(c(=O)c2c1)CCCCC3)c1cc([N+](=O)[O-])ccc1F	i	-0.2	i
O=C(COC(=O)c1ccccn1)Nc1ccccc1OC(F)F	i	-0.6	i
O=C(Nc1ccccc1C(=O)O)c1cccc(F)c1	i	0.0	i
Cc1ccc(C(C)(C)C)cc1S(=O)(=O)Nc1cccc(S(=O)(=O)NC2=NCCC2)c1	i	-0.1	i
CC(Oc1ccccc1)c1ccnc(N)n1 (stereo not drawn)	i	-1.0	i
CCc1ccccc1N(CC(=O)N1CCN(c2ccc(F)cc2)CC1)S(C)(=O)=O	i	2.8	i
COc1ccccc1NC(=O)c1ccc(NC(=O)CN(C)Cc2ccccc2F)cc1	i	-2.3	i
CCN(C(=O)COC(=O)COc1ccc2c(C)cc(=O)oc2c1)C1CCS(=O)(=O)C1 (stereo not drawn)	i	-0.1	i
Cc1ccc(NC(=O)CN2C(=O)NC3(CCCCC3C)C2=O)cc1S(=O)(=O)N1CCCCC1 (stereo not drawn)	i	0.9	i
CC(C)CC(NS(=O)(=O)c1cccc(C(=O)O)c1)C(=O)O (stereo not drawn)	i	0.4	i
COc1ccc(N2C(=O)C(Cl)=C(NCc3ccccc3)C2=O)cc1	i	-0.5	i
CN(CCc1ccccn1)C(=O)CCC1CCCN(C(=O)NC2CCCCC2)C1 (stereo not drawn)	i	0.9	i
O=C(COc1ccccc1Cl)NCCNC(=O)c1cnccn1	i	0.0	i
CC1CCN(C(=S)Nc2ccc(F)cc2)CC1	i	-0.6	i
COc1cc(/C=N/NC(=O)C(N)=O)ccc1OC(=O)c1cccs1	i	-0.9	i
CCN1C(N(C)CCc2cccs2)=N[C@@H](c2ccccc2)C(C(=O)OC)=C1C	i	-0.1	13*
CCC(=O)N1CCc2cc(S(=O)(=O)CCC(=O)N(C)c3ccc(OC)cc3OC)ccc21	i	-0.4	i
COc1ccc(S(=O)(=O)N(C)CC(=O)NCc2ccco2)cc1	i	-0.5	i
O=c1c2ccccc2nc(N/N=C/c2ccc(O)cc2)n1O	i	1.5	i
C#Cc1ccc([C@H]2C=C(C(=O)N3CCOCC3)O[C@@H](OCc3ccc(CO)cc3)C2)cc1	i	0.0	i
Cc1ccc(S(=O)(=O)N2CCN(C(=O)c3ccccn3)CC2)cc1	i	-2.7	i
CCN1CCN(c2nc(Nc3cccc(OC)c3)nc(N)c2[N+](=O)[O-])CC1	i	2.3	i
CC(C)(C)c1ccc(/C=N/NC(=O)C2CCCC2)cc1	i	1.8	i
COc1ccc(-c2nnc(SC(C)C(=O)NNC(=O)c3ccc(C)cc3)o2)cc1 (stereo not drawn)	i	-0.1	i
Cc1sc(NC(=O)c2cccs2)c(C(=O)OC(C)C)c1C	i	-1.0	i
CCNS(=O)(=O)c1ccc(CCC(=O)N2CCCC2)cc1	i	1.8	i
CCCCc1nc(N2CCOCC2)c(C#N)c2c1COC(C)(C)C2	i	-0.8	i
CCCc1cc(N2CCN(c3ccccn3)CC2)n2nc(C)c(-c3ccccc3)c2n1	i	.	i

Reprinted from the listing, 15 compounds:
SMILES	CHT block	STK33 inh	CHT PAM
CN(CCc1ccccn1)C(=O)CCC1CCCN(C(=O)NC2CCCCC2)C1 (stereo not drawn)	i	0.9	i
O=C(COc1ccccc1Cl)NCCNC(=O)c1cnccn1	i	0.0	i
CC1CCN(C(=S)Nc2ccc(F)cc2)CC1	i	-0.6	i
COc1cc(/C=N/NC(=O)C(N)=O)ccc1OC(=O)c1cccs1	i	-0.9	i
CCN1C(N(C)CCc2cccs2)=N[C@@H](c2ccccc2)C(C(=O)OC)=C1C	i	-0.1	13*
CCC(=O)N1CCc2cc(S(=O)(=O)CCC(=O)N(C)c3ccc(OC)cc3OC)ccc21	i	-0.4	i
COc1ccc(S(=O)(=O)N(C)CC(=O)NCc2ccco2)cc1	i	-0.5	i
O=c1c2ccccc2nc(N/N=C/c2ccc(O)cc2)n1O	i	1.5	i
C#Cc1ccc([C@H]2C=C(C(=O)N3CCOCC3)O[C@@H](OCc3ccc(CO)cc3)C2)cc1	i	0.0	i
Cc1ccc(S(=O)(=O)N2CCN(C(=O)c3ccccn3)CC2)cc1	i	-2.7	i
CCN1CCN(c2nc(Nc3cccc(OC)c3)nc(N)c2[N+](=O)[O-])CC1	i	2.3	i
CC(C)(C)c1ccc(/C=N/NC(=O)C2CCCC2)cc1	i	1.8	i
COc1ccc(-c2nnc(SC(C)C(=O)NNC(=O)c3ccc(C)cc3)o2)cc1 (stereo not drawn)	i	-0.1	i
Cc1sc(NC(=O)c2cccs2)c(C(=O)OC(C)C)c1C	i	-1.0	i
CCNS(=O)(=O)c1ccc(CCC(=O)N2CCCC2)cc1	i	1.8	i

Full records from above. Order of values: CHT block | STK33 inh | CHT PAM
Cc1cc(=O)oc2cc(OCC(=O)OCC(=O)NC(C)C)ccc12 reads i | -1.3 | i
CCCc1cc(N2CCN(c3ccccn3)CC2)n2nc(C)c(-c3ccccc3)c2n1 reads i | . | i

(more compounds)
SMILES	CHT block	STK33 inh	CHT PAM
CCOC(=O)c1c(NC(=O)c2ccc(N3C(=O)[C@@H]4[C@H](C3=O)[C@H]3C=C[C@@H]4C3)cc2)sc2c1CC(C)CC2 (stereo partly drawn)	i	-1.0	i
O=C(C1CCN(CCCc2ccccc2)CC1)N(CCc1ccccc1)Cc1ccccc1	-8.2*	0.9	i
Cc1ccc(F)cc1NC(=O)Cc1ncc(C(F)(F)F)cc1Cl	i	-0.5	i
COc1ccccc1CNC(=O)COC(=O)c1n[nH]c2ccccc12	i	-0.1	i
